Bim-Bcl-XL: inhibitors of Bim-Bcl-XL binding, primary screen, biochemical, multiplexed, bead flow cytometry, human Bcl-XL | Bim peptide-Bcl-XL binding, fluorescence | inhibition, % at 10 µM | 0.04% of 190,000 active
Target sequence (Q07817 whole entry, looked up): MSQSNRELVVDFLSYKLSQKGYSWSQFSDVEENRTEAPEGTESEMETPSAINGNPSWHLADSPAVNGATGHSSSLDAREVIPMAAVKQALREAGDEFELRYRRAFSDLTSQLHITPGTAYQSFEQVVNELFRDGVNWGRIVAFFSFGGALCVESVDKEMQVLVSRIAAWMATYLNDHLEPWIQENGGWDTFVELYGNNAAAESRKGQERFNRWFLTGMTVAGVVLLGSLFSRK
RGS7-Gao: RGS7-Galphao binding modulators, primary screen, biochemical, multiplexed bead flow cytometry; Guanine nucleotide-binding protein G(o) subunit alpha (Homo sapiens), P09471; actives lie on both sides; binding response (% of control), % at 10 µM; 0.35% of 220,000 active; AID 1439, 2008; in the data active = binding response below about 49% or above about 150%; inconclusive = no clear call, values can overlap the other calls; inactive = in between;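 note: fluorescent Galphao held in activated GDP-AlF4 state binding bead-coupled RGS7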
RGS4-Gao reg: modulators of RGS4 binding to Galphao, primary screen, biochemical, multiplexed bead flow cytometry; Guanine nucleotide-binding protein G(o) subunit alpha (Homo sapiens), P09471; actives lie on both sides; binding response (% of control), % at 10 µM; 0.33% of 220,000 active; in the data active = binding response below about 49% or above about 150%; inactive = in between;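 note: fluorescent Galphao activated with aluminum fluoride binding bead-coupled RGS4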
Bfl-1 Bim block: inhibitors of Bim binding to Bfl-1, primary screen, biochemical, multiplexed, bead-based flow cytometry | Bim-Bfl-1 binding inhibition | 0.12% of 190,000 active | Bcl-2-related protein A1 (Homo sapiens), Q16548 | inhibition, % at 10 µM | AID 1008, 2008;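 note: 0% = wells without compound plus tracer and 100% = blocker peptide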
Bcl-B Bim block: inhibitors of Bim-Bcl-B binding, primary screen, biochemical, multiplexed, human Bcl-2 family. inhibition, % at 10 µM. 0.073% of 190,000 active. bead-based flow cytometry, Bim peptide-Bcl-B binding;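 note: 0% = tracer peptide without compound and 100% = reference inhibitor peptide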
Target sequence (Q9HD36 whole entry, looked up): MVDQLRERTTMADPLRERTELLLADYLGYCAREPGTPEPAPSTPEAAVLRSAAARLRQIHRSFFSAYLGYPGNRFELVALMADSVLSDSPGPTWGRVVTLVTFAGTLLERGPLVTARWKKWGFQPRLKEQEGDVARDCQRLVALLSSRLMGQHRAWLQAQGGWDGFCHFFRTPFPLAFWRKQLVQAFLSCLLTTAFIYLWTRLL
Avidin bead fluor: green autofluorescence of compounds with avidin beads – biophysical, 488/530 nm, flow cytometry, artefact control, profiling panel; 0.38% of 220,000 active; compound fluorescence 488/530 nm; active compounds read high; fluorescence (KMESF) at 10 µM; in the data active = fluorescence above about 47; note: inactives centre near 10
ABCG2 inh: ABCG2 efflux pump inhibitors, primary screen, multiplex with ABCB1, IgMXP3 cells, flow cytometry. 0.1% of 190,000 active. Broad substrate specificity ATP-binding cassette transporter ABCG2 (Homo sapiens), Q9UNQ0. JC-1 efflux. AID 1325, 2008. inhibition, % at 6.6 µM;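 active = inhibition above 80%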;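 note: 0% = DMSO and 100% = nicardipine control wells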
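Test system: ABCG2 IgMXP3 and barcoded ABCB1 CCRF-Adr cell mix; Schedule: cells with compound and JC-1, 10 min at 25 °C, rotating, no wash; Technique: flow cytometry of retained JC-1 fluorescence; Measure: % inhibition of efflux relative to nicardipine and DMSO; Controls: nicardipine high and DMSO low controls.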
GSH bead fluor: compound fluorescence on glutathione beads, profiling panel, artefact control, biophysical, 488/530 nm, flow cytometry; GSH beads flow cytometry, compound fluorescence 488/530 nm; active compounds read high; fluorescence (KMESF) at 10 µM; 0.25% of 190,000 active; AID 1776, 2009; in the data active = fluorescence above about 89;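 note: glutathione beads carrying GST-tagged Bcl family fusion proteins plus one bare bead set; values are compound well signal with DMSO vehicle wells as background; inactives centre near 16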
Bcl-2 Bim block: inhibitors of Bim-Bcl-2 binding, primary screen, biochemical, multiplexed, human Bcl-2 family | inhibition, % at 10 µM | AID 950, 2007 | Apoptosis regulator Bcl-2 (Homo sapiens), P10415 | Bead-based flow cytometry, Bim peptide-Bcl-2 binding | 0.06% of 190,000 active; in the data active = inhibition above about 40%; inconclusive = no clear call, values can overlap the other calls;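 note: 0% = no compound wells with probe peptide and 100% = reference peptide inhibitor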
Target sequence (P10415 whole entry, looked up): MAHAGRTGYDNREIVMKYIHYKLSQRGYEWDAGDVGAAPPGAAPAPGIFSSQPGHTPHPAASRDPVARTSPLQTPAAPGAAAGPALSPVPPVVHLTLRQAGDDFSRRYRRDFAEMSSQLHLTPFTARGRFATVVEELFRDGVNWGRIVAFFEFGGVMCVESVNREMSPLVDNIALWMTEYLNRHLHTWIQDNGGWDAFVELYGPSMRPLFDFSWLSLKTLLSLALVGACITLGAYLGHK
Bcl-W Bim block: inhibitors of Bim binding to Bcl-W, primary screen, biochemical, multiplexed, bead-based flow cytometry; Bcl-2-like protein 2 (Homo sapiens), Q92843; Bim peptide-Bcl-W binding; inhibition, % at 10 µM; 0.02% of 190,000 active;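 note: 0% = bound tracer without compound and 100% = peptide blocker; higher means less fluorescent Bim peptide bound to Bcl-W beads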
Target sequence (Q92843 whole entry, looked up): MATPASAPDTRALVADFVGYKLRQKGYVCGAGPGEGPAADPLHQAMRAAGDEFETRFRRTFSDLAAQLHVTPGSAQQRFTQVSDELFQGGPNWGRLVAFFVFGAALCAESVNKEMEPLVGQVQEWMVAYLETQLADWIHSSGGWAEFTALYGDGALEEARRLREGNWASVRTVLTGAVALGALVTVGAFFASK
ABCB1 inh: ABCB1 efflux pump inhibitors, primary screen, cell-based, multiplex, flow cytometry, ABCG2 counter-screen; inhibition, % at 6.6 µM; ATP-dependent translocase ABCB1 (Homo sapiens), P08183; 0.067% of 190,000 active; CCRF-Adr cells, JC-1 efflux; in the data active = inhibition above about 40%;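 note: 0% = vehicle and 100% = reference inhibitor; higher value means more JC-1 retained so stronger ABCB1 efflux block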
Starred values were filed as active, the others as inactive; ? = inconclusive; nt = not tested or not shown. Cut-off read from the data, not from the text of the source, unless noted: active = inhibition above about 40%.

SMILES | Bim-Bcl-XL | RGS7-Gao | RGS4-Gao reg | Bfl-1 Bim block | Bcl-B Bim block | Avidin bead fluor | ABCG2 inh | GSH bead fluor | Bcl-2 Bim block | Bcl-W Bim block | ABCB1 inh
O=C(CCn1cnnn1)Nc1ccc(F)cc1 | 0 | 108 | 106 | -3 | 0 | 12 | 0 | 19 | -2 | 0 | -0.1
CCCc1nc2ccccc2c(C(=O)OCC(=O)Nc2ccc(S(=O)(=O)N3CCOCC3)cc2)c1CC | -5 | 102 | 98 | -10 | -11 | 9 | 0 | 34 | -11 | 0 | 1.9
CC(=O)Nc1ccc(NC(=O)c2ccccc2C)cc1 | 3 | 101 | 103 | -10 | -4 | 5 | nt | 17 | -1 | 2 | nt
CC(C)(C)C1CCc2c(C(=O)N/N=C/c3cccs3)csc2C1 (stereo unspecified) | 4 | 108 | 100 | 1 | 0 | 14 | 2 | 16 | -2 | 1 | 0.1
CN1C(=O)C(c2nnc(Nc3cccc4ccccc34)s2)C2CC1(C)Oc1ccccc12 (stereo unspecified) | 1 | 96 | 101 | 3 | 0 | 12 | 7 | 8 | 0 | 0 | 3.3
CCOC(=O)/C(C#N)=C1\C=CN(C)C(C)=N1 | 0 | 102 | 100 | 1 | 3 | 6 | 2 | 60 | 8 | -1 | 0.2
CCCCn1c(-c2ccsc2)nc2c1c(=O)[nH]c(=O)n2CCC | -2 | 95 | 97 | -12 | -5 | 15 | 47 | 37 | -6 | -3 | 2.7
CCCCNc1nc(=S)n(-c2ccccc2)c(C)c1C(C)=O | -3 | ? | 99 | -7 | -2 | 11 | 9 | 15 | -8 | -2 | 0.2
COC(=O)CCCCCC(CCC(=O)OC)NC(C)=O (stereo unspecified) | -6 | 94 | 97 | -5 | -6 | 10 | 3 | 29 | -5 | -6 | 0.5
CC(C)CNS(=O)(=O)c1ccc2c(c1)OCCO2 | 2 | 103 | 97 | -7 | -5 | 9 | 0 | 37 | -4 | 4 | -0.1
O=C(CCCC(=O)OCC(Cl)=C(Cl)Cl)Nc1cccc(F)c1 | 0 | 93 | 98 | -12 | -3 | 12 | 5 | 37 | -9 | 0 | 0.3
Cc1ccc(C(=O)Nc2ccc3c(c2)CCC3)o1 | 2 | 98 | 100 | 0 | 2 | 1 | 9 | 54 | 0 | 3 | 1.0
COc1ccc(N/C(N)=N/c2nc(CSc3ccc(Cl)cc3)cc(=O)[nH]2)cc1 | -5 | 101 | 102 | -10 | -9 | 10 | 6 | 12 | -10 | 1 | 1.0
Cc1ccc(C)c2nc(N3CCCC3)c(C#N)cc12 | 0 | 104 | 101 | 0 | -10 | 11 | 3 | 25 | 0 | -2 | 0.6
O=C(NCCC1=CCCCC1)c1cnc2n(c1=O)CCS2 | -10 | 101 | 101 | -3 | -7 | 7 | 9 | 14 | -3 | -7 | 0.5
N/C(COc1ccc(Cl)cc1)=N\NS(=O)(=O)c1ccccc1 | -15 | 101 | 100 | -1 | -4 | 4 | -1 | 57 | 0 | -3 | 0.1
COc1ccc(C(=O)Nn2c(CCC(=O)O)ccc2-c2ccc(C)cc2)cc1OC | -5 | 101 | 106 | -9 | -2 | 12 | 1 | 18 | -4 | -3 | 0.5
Cc1nnc(N(Cc2ccco2)C(=O)c2ccc(C#N)cc2)s1 | -5 | 99 | 99 | -7 | -10 | 7 | 0 | 110* | 0 | -2 | 0.3
Cc1ccc(N2CC(C(=O)Nc3ccc(S(=O)(=O)N4CCOCC4)cc3)CC2=O)cc1 (stereo unspecified) | 0 | 98 | 100 | 1 | -1 | 18 | 0 | 21 | -2 | 0 | 0.0
O/N=C/c1nc2cc(Cl)ccc2o1 | -1 | ? | 100 | 9 | 4 | 9 | 1 | 10 | 4 | 0 | 4.0
O=C(Cn1nc(C(F)(F)F)c2c1CCC2)NCc1ccc(Cl)cc1 | 0 | 98 | 101 | 0 | -1 | 5 | 15 | 27 | -3 | 0 | 1.6
Cc1cc(S(=O)(=O)N(Cc2ccccn2)Cc2ccco2)ccc1-n1cnnn1 | -10 | 112 | 108 | -11 | -6 | 8 | 1 | 50 | -6 | 2 | 0.6
CC1CCCCN1C(=S)Nc1ccc(OC(F)F)cc1 (stereo unspecified) | -1 | 106 | 105 | 5 | 0 | 7 | 0 | 18 | 2 | 4 | 0.0
CC(C)(C)n1nc2c(c1NC(=O)COc1ccc(Cl)cc1)CSC2 | -4 | 99 | 100 | 0 | 0 | 39 | 0 | 16 | -3 | -1 | 0.2
Cc1cc2cc(C(c3nnnn3Cc3ccccc3)N3CCc4ccccc43)c(=O)[nH]c2cc1C (stereo unspecified) | 2 | 106 | 108 | -8 | 0 | 6 | 1 | 6 | -1 | 0 | 0.2

The list continues.
SMILES | Bim-Bcl-XL | RGS7-Gao | RGS4-Gao reg | Bfl-1 Bim block | Bcl-B Bim block | Avidin bead fluor | ABCG2 inh | GSH bead fluor | Bcl-2 Bim block | Bcl-W Bim block | ABCB1 inh
CCN1C(=O)C2(C(C#N)=C(N)Oc3n[nH]c(-c4ccc(Cl)cc4)c32)c2ccccc21 (stereo unspecified) | -3 | 104 | 105 | -14 | -11 | 7 | 1 | 29 | -17 | 0 | 0.0
CCOC(=O)C1CCN(c2c(NCc3ccc(C(=O)NC(C)CC)cc3)c(=O)c2=O)CC1 (stereo unspecified) | -7 | 100 | 102 | -21 | -7 | 30 | -5 | 22 | -10 | 0 | 0.0
N=C1C(=O)OCC1c1ccccc1NC(=O)CN1CCOCC1 (stereo unspecified) | -2 | 94 | 97 | 1 | -1 | 2 | 0 | 6 | 1 | -1 | 0.0
CC(C)(O[C@@H]1O[C@H](CO)[C@@H](O)[C@H](O)[C@H]1O)[C@H]1Cc2cc3ccc(=O)oc3cc2O1 | -1 | 101 | 99 | 3 | -6 | 5 | 6 | 16 | 0 | -1 | 1.4
COc1ccc(OC)c(/C=N/NC(=O)CNC(=O)c2ccc(S(=O)(=O)N3CCCC3)cc2)c1 | -2 | 103 | 102 | -1 | -2 | 27 | 1 | 24 | 6 | 1 | 0.1
Cc1ccc(C2CC(=O)NC(SCC(=O)OCc3ccccc3)=C2C#N)o1 (stereo unspecified) | 1 | 86 | 87 | 0 | 2 | 12 | 0 | 14 | 2 | 1 | 0.1
COc1ccccc1/C=C/C=N/n1c(-c2cc(C)[nH]n2)n[nH]c1=S | 5 | 92 | 93 | 4 | 8 | 6 | 1 | 11 | 5 | 7 | 0.2
CC(Oc1ccc(Cl)cc1Cl)C(=O)Nc1ccc(N2CCN(C)CC2)cc1 (stereo unspecified) | -3 | 96 | 100 | -6 | -4 | 16 | 4 | 31 | -2 | -1 | 12
CCn1c(Cc2c(C)[nH]c3ccccc23)nnc1SCC(N)=O | -1 | 99 | 104 | -2 | -1 | 40 | 0 | 19 | -2 | -1 | 0.1
O=C(NC1CCCCC1)C1CCCN(c2nnnn2-c2ccccc2)C1 (stereo unspecified) | -1 | 102 | 96 | -5 | 0 | 16 | 1 | 11 | -3 | 0 | 0.4
COc1ccc(S(=O)(=O)Nc2ccccc2OC)cc1NC(=O)CC1CC2CCC1C2 (stereo unspecified) | -3 | 104 | 102 | 0 | -2 | 2 | -2 | 8 | -1 | -2 | -0.9
Cc1noc(C)c1S(=O)(=O)N1CCC(C(=O)NC2CCCc3ccccc32)CC1 (stereo unspecified) | 0 | 99 | 99 | 0 | 0 | 7 | 3 | 18 | -1 | -1 | 1.0
COc1ccccc1N1CCN(C(=O)COc2ccc(S(=O)(=O)NC(C)C)cc2)CC1 | 0 | 100 | 100 | -3 | -5 | 11 | -1 | 26 | 0 | 0 | 0.2
CN(C(=O)c1ccccc1NC(=O)C(F)(F)F)c1ccccc1 | -5 | 97 | 99 | -11 | -6 | 10 | 2 | 13 | -8 | 2 | 0.6
Cc1ccc(CC(CC(=O)Nc2cccc(C(F)(F)F)c2)C(=O)O)cc1 (stereo unspecified) | -4 | 108 | 107 | -7 | -2 | 10 | 23 | 11 | -6 | -2 | 0.5
CC(=O)Oc1ccc2ccc(=O)oc2c1 | -3 | 97 | 96 | -5 | -3 | 7 | 1 | 20 | -3 | -3 | 0.1
O=C(C[n+]1ccccc1)c1ccc(NC(=O)c2ccccc2)cc1 | 0 | 102 | 104 | 3 | 1 | 13 | 0 | 25 | 2 | 5 | 0.2
CCCCCCC1CC(CC(=O)Nc2ccc([N+](=O)[O-])cc2)C(=O)O1 (stereo unspecified) | -7 | 98 | 101 | -2 | -8 | 12 | 6 | 12 | -4 | -4 | 1.7
Cc1ccc(C)c(S(=O)(=O)N(C(=O)c2ccncc2)c2ccc(OC(=O)c3ccncc3)cc2)c1 | 4 | 96 | 100 | -5 | -1 | 11 | 2 | 10 | -2 | 13 | 1.0
Cc1cccc(C)c1NC(=O)C(c1cccc([N+](=O)[O-])c1)N(C)C(=O)c1ccccn1 (stereo unspecified) | -6 | 91 | 92 | -7 | -6 | 13 | 0 | 12 | -5 | -2 | -0.1
CCCn1c2ccccc2c2nnc(SC(CC)C(=O)Nc3cc(C)on3)nc21 (stereo unspecified) | -2 | 106 | 108 | 3 | -1 | 7 | 5 | 22 | 4 | -1 | 3.5
CCSC1=C(C#N)C(c2cccc(Br)c2)CC(=O)N1 (stereo unspecified) | -5 | 102 | 104 | -14 | -8 | 18 | 6 | 30 | -10 | -4 | 0.7
CC(C(=O)NCCN1C(=O)S/C(=C\c2cccnc2)C1=O)N1C(=O)c2ccccc2C1=O (stereo unspecified) | -2 | 103 | 102 | 0 | -2 | 3 | 12 | 6 | 0 | 0 | 1.3

Record cards (already shown):
N=C1C(=O)OCC1c1ccccc1NC(=O)CN1CCOCC1 (stereo unspecified) is entered as Bim-Bcl-XL: -2; RGS7-Gao: 94; RGS4-Gao reg: 97; Bfl-1 Bim block: 1; Bcl-B Bim block: -1; Avidin bead fluor: 2; ABCG2 inh: 0; GSH bead fluor: 6; Bcl-2 Bim block: 1; Bcl-W Bim block: -1; ABCB1 inh: 0.0
CC(C)(C)C1CCc2c(C(=O)N/N=C/c3cccs3)csc2C1 (stereo unspecified) is entered as Bim-Bcl-XL: 4; RGS7-Gao: 108; RGS4-Gao reg: 100; Bfl-1 Bim block: 1; Bcl-B Bim block: 0; Avidin bead fluor: 14; ABCG2 inh: 2; GSH bead fluor: 16; Bcl-2 Bim block: -2; Bcl-W Bim block: 1; ABCB1 inh: 0.1
CCCCCCC1CC(CC(=O)Nc2ccc([N+](=O)[O-])cc2)C(=O)O1 (stereo unspecified) is entered as Bim-Bcl-XL: -7; RGS7-Gao: 98; RGS4-Gao reg: 101; Bfl-1 Bim block: -2; Bcl-B Bim block: -8; Avidin bead fluor: 12; ABCG2 inh: 6; GSH bead fluor: 12; Bcl-2 Bim block: -4; Bcl-W Bim block: -4; ABCB1 inh: 1.7

Screens from PubChem BioAssay.
